# PKA-R2B act: activators of PKA-R2B holoenzyme, primary screen, biochemical, fluorescence polarization, Cy5-IP20, human | activation, % at 11.4 µM | actives 0.079% (n = 340,000) | PKA-R2B holoenzyme dissociation; R2B truncated from residue 108, S112A mutant; 0% DMSO only, 100% 113 µM cGMP;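 active = activation above a cutoff set at the mean over all compounds plus 3 SD, cut at about 18% in these data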;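 also: higher means more holoenzyme dissociation and a rise in polarization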
# Target sequence (P31323 whole entry, looked up, other chains not shown, the tested form may be a part): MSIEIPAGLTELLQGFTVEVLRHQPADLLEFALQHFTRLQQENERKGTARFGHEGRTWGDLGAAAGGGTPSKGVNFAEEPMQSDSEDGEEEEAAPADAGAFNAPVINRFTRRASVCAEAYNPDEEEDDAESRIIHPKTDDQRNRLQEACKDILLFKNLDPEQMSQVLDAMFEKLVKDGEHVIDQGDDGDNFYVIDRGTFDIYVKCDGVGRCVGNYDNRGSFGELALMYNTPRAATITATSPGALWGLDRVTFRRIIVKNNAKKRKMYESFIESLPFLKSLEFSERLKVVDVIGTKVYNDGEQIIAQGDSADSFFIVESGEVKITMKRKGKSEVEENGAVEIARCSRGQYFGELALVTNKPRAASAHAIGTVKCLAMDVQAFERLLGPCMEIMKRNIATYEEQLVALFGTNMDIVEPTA
# DAGLB inh: DAGLB lipase inhibitors, primary screen, biochemical, fluorescence, HTS. Diacylglycerol lipase-beta (Homo sapiens), Q8NCG7. HEK293T DAGLB membrane lysate, EnzChek fluorogenic substrate. inhibition, % at 5.17 µM. actives 0.059% (n = 340,000). AID 504411, 2011; in the data active = inhibition above about 34%;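 also: 0% = enzyme with vehicle and 100% = wells lacking enzyme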
# Target sequence (Q8NCG7 whole entry, looked up): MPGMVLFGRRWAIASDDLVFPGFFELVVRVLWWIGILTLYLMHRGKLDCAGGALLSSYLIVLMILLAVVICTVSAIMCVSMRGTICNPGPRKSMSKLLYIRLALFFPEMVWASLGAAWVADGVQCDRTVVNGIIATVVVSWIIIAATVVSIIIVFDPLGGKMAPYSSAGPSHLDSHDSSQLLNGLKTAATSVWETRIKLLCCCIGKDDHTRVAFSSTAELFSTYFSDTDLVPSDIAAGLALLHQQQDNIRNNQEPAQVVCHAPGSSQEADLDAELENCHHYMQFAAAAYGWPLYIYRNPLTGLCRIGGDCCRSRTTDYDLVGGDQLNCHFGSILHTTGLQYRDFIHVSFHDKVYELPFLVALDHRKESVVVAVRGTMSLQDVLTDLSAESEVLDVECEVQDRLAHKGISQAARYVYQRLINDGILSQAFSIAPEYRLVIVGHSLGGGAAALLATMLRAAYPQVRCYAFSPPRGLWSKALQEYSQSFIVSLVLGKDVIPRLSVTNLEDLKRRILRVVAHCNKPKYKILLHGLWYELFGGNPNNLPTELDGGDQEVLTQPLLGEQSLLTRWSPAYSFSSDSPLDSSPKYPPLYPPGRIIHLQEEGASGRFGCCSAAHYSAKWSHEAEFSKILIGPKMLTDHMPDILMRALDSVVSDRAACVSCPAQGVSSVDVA
# SUMO Mot1 rescue: yeast Mot1-301 growth rescue at high temperature, primary screen, SUMOylation pathway inhibitor project, S. cerevisiae, ATP luminescence, 38.5C. S. cerevisiae Mot1-301 growth rescue; percent above DMSO median, 100 means doubled. growth rescue, % at 18.8 µM. actives 1% (n = 320,000). AID 2716, 2010;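 active = every valid replicate shows activation above 250% relative to neutral control wells; inactive = the rest, any valid replicate at or below 250%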;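 also: OY570 slx delta 5 strain wells were the positive control but not used for scaling; some compounds called inactive have numbers as strong as hits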
# PKA-R1A act: activators of PKA-R1A holoenzyme, primary screen, biochemical, fluorescence polarization, Cy5-IP20, bovine R1A, mouse PKAc; cAMP-dependent protein kinase type I-alpha regulatory subunit (Bos taurus) + …; PKA-R1A dissociation; scaled: DMSO 0%, 113 µM cGMP 100%; activation, % at 11.4 µM; actives 0.083% (n = 340,000); AID 504707, 2011;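 active = percent activation above the mean of all tested compounds plus 3 SD, cut at about 19% in these data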;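 also: higher means more PKAc released from R1A so a rise in polarization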
# Tat export inh: E. coli Tat export inhibitors, primary screen, MC4100, TorA-mCherry reporter, fluorescence, single point | inhibition, % at 10 µM | actives 0.036% (n = 340,000) | AID 488895, 2010;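 active = mean replicate inhibition at least 50% and at least half of replicates individually reaching 50%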;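 also: exported cargo escapes ClpAP degradation while cytoplasmic cargo is degraded and loses fluorescence; 0% = median of neutral control wells and 100% = median of NaSCN control wells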
# AddAB inh: growth inhibition of E. coli expressing H. pylori AddAB, primary screen, AddAB inhibitor project, absorbance; inhibition, % at 11.9 µM; actives 0.29% (n = 330,000); in the data active = inhibition above about 12%;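 also: 0% = vehicle wells of infected cells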
# HTR5A ag: HTR5A agonists in luminescence cell assay, primary screen, counter-screen for OPRM1-OPRD1 heterodimer agonist project, full-deck HTS; 5-hydroxytryptamine receptor 5A (Homo sapiens), P47898; AID 504692, 2011; activation, % at 9.3 µM; cell-based; actives 0.61% (n = 340,000); in the data active = activation mostly above about 9.5%, no sharp cut-off; inactive = mostly below about 7.6%;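 also: 0% = cells with vehicle only and 100% = reference agonist; strong numbers were not always called active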
# CDK5 inh: inhibitors of human CDK5/p35 kinase, primary screen, biochemical, single concentration; actives 0.01% (n = 330,000); Cyclin-dependent kinase 5 (Homo sapiens) + Cyclin-dependent kinase 5 activator 1 (Homo …; inhibition, % at 10 µM; Recombinant CDK5/p35, ADP-Glo luminescence, 60 min;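 active = highest replicate inhibition of at least 50% and at least 75% of replicates reaching 50%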;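 also: plate controls were DMSO neutral control for no effect and GW8510 at 10 µM for full effect; many of its hits are not listed in these tables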
# HTR5A inv ctr: HTR5A inverse agonists in luminescence cell assay, primary screen, counter-screen for OPRM1-OPRD1 heterodimer inverse agonist project, full-deck HTS. 5-hydroxytryptamine receptor 5A (Homo sapiens), P47898. HTR5A cell line, inverse agonism. inhibition, % at 9.3 µM. actives 0.083% (n = 340,000). AID 504634, 2011; in the data active = inhibition mostly above about 23%, no sharp cut-off; inactive = mostly below about 18%;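 also: 0% = cells with DMSO and 100% = no-cell wells with DMSO; some compounds called inactive have numbers as strong as hits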
# phage Ecoli inh: growth loss of phage-infected E. coli, primary screen, RecBCD inhibitor project, absorbance, with phage, HTS. actives 0.26% (n = 360,000). AID 651602, 2012. inhibition, % at 11.9 µM; in the data active = inhibition above about 11%
# E coli growth: E. coli V3065 growth inhibition, primary screen, counter-screen for AddAB inhibitor project, absorbance, OD600. 18 h. inhibition, % at 11.9 µM. actives 0.27% (n = 330,000). AID 449728, 2010;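 active = inhibition above the campaign's mean inhibition across all tested compounds plus 3 SD, cut at about 9.9% in these data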;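 also: uninfected addAB+ strain grown without phage in ampicillin broth; 0% = DMSO wells and 100% = ciprofloxacin 0.95 µg/ml wells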
# Numbers without * were called inactive; . = no result given. Outcome played no part in choosing rows. Share with any hit: about 2.3%.
SMILES,PKA-R2B act,DAGLB inh,SUMO Mot1 rescue,PKA-R1A act,Tat export inh,AddAB inh,HTR5A ag,CDK5 inh,HTR5A inv ctr,phage Ecoli inh,E coli growth
CC(C)N(CCO)C(=O)CCc1nnc(Cc2cccc(C(F)(F)F)c2)o1,-3,-4,-6,-6,3,3.8,-1,-1.0,-21,2.3,4.0
Cc1ccc(-c2cc(C(F)(F)F)n3ncc(C(=O)N4CCCc5ccccc54)c3n2)cc1,-8,0,.,-9,1,1.2,-4,1.9,-5,1.0,3.4
C/C(=N\NC(=O)C1CCCN(S(=O)(=O)c2ccccc2)C1)c1cccnc1 (stereo not given),0,-5,3,7,-5,0.2,9,2.9,-27,-0.1,-3.0
CCCc1nc(Cl)c(C#N)c2c1CCCC2,2,-4,14,-1,-2,-0.7,6,-11,6,2.9,-2.5
O=C(Nc1ccccc1N1CCCCC1)c1ccccc1F,6,-9,-24,-8,4,-0.4,4,-1.0,-10,2.3,-0.4
Cc1cccc(-c2nnc(SCc3nc4ccccc4[nH]3)n2Cc2ccco2)c1,3,-1,31,2,1,2.1,-2,1.0,6,0.2,2.5
Cc1ccccc1CNC(=O)c1ccc2nc(N3CCOCC3)sc2c1,-1,1,-10,-13,-8,0.9,-2,-1.0,5,1.2,-0.9
CC(=O)c1cccc(N=Nc2c(-c3ccccc3)[nH]n(-c3ccccc3)c2=O)c1,4,-1,0,6,7,1.9,-1,0.6,4,2.3,-2.6
COc1cccc(C(=O)NC(=S)Nc2ccc3oc(=O)ccc3c2)c1,4,0,12,8,-6,1.7,6,0.7,11,3.6,0.3
C/C(=N\O)c1ccccc1C(=O)O,6,-3,3,5,1,1.7,10,-0.1,11,2.3,-0.6
Cc1cc(C)n(-c2ccc(C(=O)Nc3cccc(S(=O)(=O)N4CCCC4)c3)cc2)n1,6,-1,-7,7,0,-1.1,4,-0.4,13,4.7,-2.2
Cc1ccc(OCc2ccoc2C(=O)O)cc1C,-1,2,-4,-10,9,-0.2,5,0.5,-16,0.0,0.7
CCOC(=O)CN1C(=O)S/C(=C\c2ccc3c(c2)OCO3)C1=O,2,-15,-3,1,0,-0.2,-1,-0.6,3,-0.1,-0.6
N#Cc1c(NC(=O)CSc2n[nH]c(Cc3ccccc3)n2)oc(-c2ccccc2)c1-c1ccccc1,-11,-2,-21,-9,6,1.9,-10,0.6,22,4.0,2.7
Cc1cc(C(=O)N2CCN(c3ccccc3O)CC2)c(C)o1,7,-4,-8,4,-3,-0.9,-2,0.5,4,3.5,-0.3
COC(=O)[C@@H]1CCCN1C(=O)c1ccc(OC2CCN(Cc3ccccn3)CC2)cc1,-1,-2,0,5,-1,3.4,3,0.3,-17,0.7,-0.4
Cc1cc(C(=O)Nc2cc(Br)ccc2O)on1,4,-2,-9,1,-3,3.4,1,-0.2,-2,5.6,-1.8
O=C(CCNS(=O)(=O)c1ccccc1)N1CCCCCCC1,-13,1,-2,-11,0,-0.2,4,-3.0,-11,4.0,1.1
COc1ccc(OC)c(S(=O)(=O)N2CCCC2C(=O)N2CCc3ccccc3C2)c1 (stereo not given),-1,-1,37,-10,-7,0.5,4,0.4,-12,0.2,3.7
Cc1ccccc1OCCN(C#N)c1nc(N(C)C)nc(N(C)C)n1,-2,-11,6,0,12,-1.6,-5,1.5,6,1.9,-1.7
CS(=O)(=O)N(CC(=O)Nc1ccc(F)cc1)C1CCCCC1,5,0,111,9,6,3.6,2,-0.1,-6,0.3,-1.5
Cc1ccc(NC(=O)CCC(=O)c2ccc(F)cc2)cc1Cl,10,-3,.,-3,4,-0.3,-2,1.4,4,4.6,1.1
COc1ccc(CCCc2nnc(SCC(=O)Nc3ccc(OC)cc3)o2)cc1,-2,-2,-12,-2,1,3.5,1,-1.1,-2,3.3,3.4
Cn1c(=O)c2c(ncn2CC(=O)OCC(=O)Nc2ccccc2)n(C)c1=O,-5,-1,8,15,-10,2.4,-2,0.0,2,0.3,1.9
COCCOC(=O)/C=C1/NC(=O)CS1,-8,1,-20,2,34,1.5,1,-5.1,-16,2.5,0.2
COc1ccc(S(=O)(=O)N2CCC(N3CCN(Cc4ccccc4)CC3)CC2)cc1,-6,-2,119,7,9,-0.2,-5,-0.7,13,0.9,-4.8
O=C(CCN1CCN(c2ccccc2F)CC1)Nc1ccccc1F,-2,-9,-5,-12,0,0.3,-7,-0.3,18,3.1,0.7
O=S(=O)(Nc1cccc(-c2nc3cccnc3s2)c1)c1cccs1,6,3,19,-19,20,0.6,5,-5.7,-7,-3.2,-2.3
Cc1ccc(CSCCNS(C)(=O)=O)cc1,-4,-1,10,-2,-1,1.3,3,0.3,5,4.6,0.9
O=C(O)c1ccc2c(=O)[nH]c(CCl)nc2c1,-8,-2,-7,1,6,1.2,0,-0.9,1,-1.2,0.9
Cc1ccc(NC(=S)NNc2ncc(C(F)(F)F)cc2Cl)cc1,-11,-4,-2,4,3,5.6,-13,0.2,32,-2.7,-4.3
c1ccc(CCCNCCCn2cnc3c(OCc4ccccc4)ncnc32)cc1,-4,1,.,-3,-7,.,-2,0.2,7,2.6,.
CCCOc1ccccc1C1NC(=O)NC(C)=C1C(=O)OCCOCC (stereo not given),-7,-5,565*,-11,-8,-1.6,-6,-0.3,18,2.5,-0.5
O=C(Nc1nc(C2C3CC4CC(C3)CC2C4)cs1)c1cc2cc([N+](=O)[O-])ccc2oc1=O (stereo not given),-2,3,33,-5,9,0.6,-3,1.4,-8,0.5,2.1
NS(=O)(=O)c1cccc(NC(=O)Cn2nc(C(=O)O)c3ccccc3c2=O)c1,5,-1,-5,-5,3,0.3,3,0.6,-9,0.5,0.1
O=C(CCc1nc2ccccc2c(=O)[nH]1)Nc1cccc(S(=O)(=O)N2CCCCC2)c1,-10,3,-7,2,-2,0.5,-6,1.1,-18,-0.8,1.7
COc1cc2c(cc1NC(=O)Nc1ccc(C)cc1)oc1ccccc12,2,21,85,-3,-1,1.2,-3,0.9,-11,1.6,-0.3
CCN(CC)C(=O)n1cnc(-c2ccccc2)c1-c1ccccc1,-6,0,-22,3,-1,3.9,4,0.1,25,1.7,3.5
CCSCCc1nnc(NC(=O)Nc2cccc(C(F)(F)F)c2)s1,-7,-3,13,3,-8,5.0,10,-1.7,-27,11*,5.1
O=C(O)c1ccc(-n2nnnc2Oc2ccccc2C(=O)N2CCOCC2)cc1,1,0,341,-6,0,-0.3,2,-1.2,-6,2.2,0.4
O=C(Cn1cc2c(n1)CCCCC2)Nc1ccccc1Br,9,-4,16,-12,-2,0.2,-3,1.5,6,-0.3,-0.8
CCS(=O)(=O)c1nc(S(=O)(=O)c2ccc(Cl)cc2)c(NCCN2CCOCC2)s1,2,0,8,1,0,1.4,0,-4.2,16,0.2,1.6
CC(C(=O)OCc1nnc(-c2ccccc2)o1)N1C(=O)C2CCCCC2C1=O (stereo not given),-1,0,2,-4,6,5.2,6,-0.1,4,2.0,1.4
Cc1ccc(C2=NN(C(=O)CCC(=O)O)C(c3ccc4c(c3)OCO4)C2)cc1 (stereo not given),-3,0,-4,6,-2,1.4,0,-1.3,1,-6.5,1.1
COc1cccc(C(=O)Nc2cccc(-c3ccc4nncn4n3)c2)c1OC,-10,0,2,-14,0,-0.3,2,1.8,2,1.3,-3.1
CCCCN(C(=O)c1ccc2c(c1)OCO2)c1ccccc1,-10,-3,-9,-5,3,0.5,3,0.5,-11,4.4,-0.8
CC(c1ccco1)N(C(=O)c1cccs1)c1ccccn1 (stereo not given),-6,5,1,-11,-12,1.3,0,2.7,-1,1.2,2.3
CC(=O)Nc1ccc(S(=O)(=O)Nc2cc3c(cc2C(C)=O)OCO3)cc1,1,1,210,-3,1,2.3,-6,0.4,7,0.2,0.1
COc1ccc(Cl)cc1C(=O)Nc1ccccc1N1CCCCC1,-4,-6,10,1,4,-0.6,5,0.5,-19,0.4,-0.4
Cc1ccc(C(=O)OC2CCN(c3ccc([N+](=O)[O-])cc3)CC2)cc1,-13,-4,-3,-7,10,2.0,0,-1.1,0,-1.1,1.6
COCCCNC(=S)Nc1ccc(S(=O)(=O)Nc2cc(OC)nc(OC)n2)cc1,-6,1,-5,-4,-2,1.9,1,-0.1,-17,-0.6,-0.8
COc1ccc(-n2c(SCC(=O)Nc3ccc(C)cc3)nc(O)c(Cc3ccccc3)c2=O)cc1,-5,4,-9,5,2,-0.1,-1,-3.8,3,4.4,-1.5
CCc1cc2c(=O)oc(-c3ccccc3F)nc2s1,-3,0,4,-3,-6,2.3,-1,1.4,32,2.6,-0.7
CC(CNC(=O)c1ccccc1Cl)c1ccccc1 (stereo not given),0,-3,-9,4,7,7.6,-4,0.2,13,0.2,1.9
CCN(C(=O)COC(=O)CNC(=O)c1ccc(C)c(C)c1)C1CCS(=O)(=O)C1 (stereo not given),1,-4,-19,-3,5,1.1,4,-0.1,13,2.4,-0.2
Cc1cc(OC(C)C(=O)NC2CC(C)(C)NC(C)(C)C2)c2c(C)cc(=O)oc2c1 (stereo not given),0,-1,2,4,-6,4.6,-3,-1.8,10,-0.9,0.8
c1ccc(-c2ncc(CN3CCN(c4ccccn4)CC3)[nH]2)cc1,-8,-2,-2,-5,-4,4.0,1,1.0,0,1.2,2.1
COC(=O)c1cnn2c(C)c(Cc3cccc(F)c3)c(C)nc12,-4,0,.,-3,-16,-0.1,-5,1.8,14,2.5,0.3
CCCCN(C(=O)c1ccc2c(c1)OCO2)C1CCS(=O)(=O)C1 (stereo not given),-2,-1,-13,-12,-2,1.3,7,-0.5,-7,6.9,1.6
Cc1ccc(NC(=O)N2CCCC2C(=O)NCCc2ccccc2)cc1 (stereo not given),5,1,.,-5,0,.,-2,-0.1,-3,3.2,.
O=C(Nc1ccc(N2CCOCC2)cc1)c1cccc(S(=O)(=O)N2CCCCC2)c1,-7,1,.,-4,5,.,0,-1.7,-4,-1.1,.
Cc1c(Cl)cccc1NC(=O)CC1SCCNC1=O (stereo not given),-5,2,-4,-2,-7,5.3,0,1.6,-1,2.2,1.3
Cc1ccc(S(=O)(=O)N2CCN(C(=O)COC(=O)c3ccccc3OC(F)F)CC2)c(C)c1,-3,-4,.,-10,2,.,3,-0.5,12,0.3,.

# High-throughput results (PubChem BioAssay)
